Screens as filed in PubChem.
YAP1 CTGF inhibition: reduction of CTGF mRNA in DLD1 cells – DLD1 colon cancer cells, RT-qPCR, single point, primary screen (AID 743449); DLD1 CTGF mRNA qPCR, 24 h; stronger effect = higher value; inhibition, % at 12.5 µM; 0.9% of 9,900 active;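 active = mean normalized replicate activity at least 50 and at least half of replicates each reaching 50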;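 also: 0% = neutral control wells and 100% = dasatinib control wells; higher means stronger suppression of CTGF expression like dasatinib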
Pax4 gene expression: Pax4 mRNA upregulation in alpha cells – RT-PCR, mouse alpha TC1 cells, single point, primary screen (AID 1053180) | activation, % at 10 µM | mouse alpha TC1 cells, Pax4 mRNA qPCR, 6 days; stronger effect = higher value; 100% = Pax4 plasmid added at qPCR | 0.2% of 9,600 active;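 active = highest normalized replicate activity of 15 or more, or at least half the replicates reach 15 or more; inactive = neither condition met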;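 also: pax4 Ct normalized to GAPDH with activation seen as lower delta delta Ct; plate controls were plate neutral control wells for no effect and Pax4 plasmid positive control for full effect; each compound tested in two replicate wells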
* = called active by the depositor; · = not tested or not shown; & = joins results of further samples.

molecule	YAP1 CTGF inhibition	Pax4 gene expression
Cc1noc(C)c1C(=O)N(C)C[C@H]1OCc2ccccc2-c2ccccc2C(=O)N([C@H](C)CO)C[C@@H]1C	-49.0	0.0
C[C@H]1CCCCO[C@H](CN(C)S(=O)(=O)c2ccccc2)[C@@H](C)CN([C@@H](C)CO)C(=O)c2cc(NC(=O)Nc3ccc4c(c3)OCO4)ccc2O1	4.6	0.0
O=C(CN1CCOCC1)N1CCCCN2[C@H](CO)[C@H](c3ccc(Br)cc3)[C@H]2C1	0.7	0.0
CO[C@@H]1CC[C@H]2CCN(C)C(=O)[C@@H](C)N(C)C(=O)c3cccc(C#N)c3OC[C@@H]1O2	2.5	0.0
CCCNC[C@H]1[C@@H](c2ccc(C3=CCCCC3)cc2)[C@@H](CO)N1C(=O)C1CCC1	-42.3	0.0
C[C@H](NC(=O)C[C@H]1CC[C@@H]2[C@H](COc3ccc(NC(=O)C4CCOCC4)cc3C(=O)N2C)O1)c1ccccc1	-63.2	0.0
COCC(=O)Nc1ccc2c(c1)C(=O)N(C)[C@H]1CC[C@H](CC(=O)NC3Cc4ccccc4C3)O[C@H]1CO2	-7.2	0.0
COCCN(C[C@H]1[C@H](c2ccccc2)[C@@H](CO)N1C(C)=O)C(=O)c1cccnc1	2.3	0.0
CO[C@@H](CN(C)C(=O)C1CCOCC1)[C@@H](C)CN(C(=O)Nc1ccc(C(F)(F)F)cc1)[C@@H](C)CO	4.1	0.0
N#C[C@@H]1N[C@@H](CO)[C@H]1c1ccc(C#CC2CCCCC2)cc1	-18.5	0.0
CCC(=O)N1C[C@H](O)COC[C@@H]2O[C@@H](CC(=O)NCc3ccc(Oc4ccccc4)cc3)CC[C@H]21	11.1	0.0
CCCNC(=O)N(C)C[C@H]1Oc2ncc(C#CC3CCCCC3)cc2C(=O)N([C@H](C)CO)C[C@H]1C	14.9	0.0
C[C@@H]1CN([C@H](C)CO)C(=O)CCCn2nncc2CO[C@@H]1CN(C)C(=O)Nc1ccc(-c2cccs2)cc1	-13.9	0.0
C[C@@H]1CN([C@H](C)CO)C(=O)Cc2cc(NC(=O)CCN3CCOCC3)ccc2O[C@H]1CN(C)Cc1ccc(C(=O)O)cc1	14.5	0.0
O=C(N[C@@H]1C=C[C@@H](CC(=O)N2CCC(Cc3ccccc3)CC2)O[C@@H]1CO)c1cnccn1	18.5	0.0
CCCC#Cc1ccc([C@@H]2[C@H]3CN(S(=O)(=O)c4ccccc4C)CC(=O)N3[C@H]2CO)cc1	26.1	0.0
CCC(=O)N[C@H]1CC[C@@H](CC(=O)NCc2ccccc2F)O[C@@H]1CO	-4.1	0.0
CCCC(=O)N1CCC2(CC1)CN[C@H](CO)c1[nH]c3cc(OC)ccc3c12	2.2	0.0
C[C@@H]1CN([C@@H](C)CO)C(=O)c2cc(NS(C)(=O)=O)ccc2O[C@@H](C)CCCCO[C@@H]1CN(C)CC1CCCCC1	-14.5	0.0
C/C=C/c1ccc([C@H]2[C@@H](CO)N(C(=O)c3cnccn3)C23CN(C(=O)C2CCC2)C3)cc1	-22.3	·
O=C(NC[C@H]1N[C@H](CO)[C@@H]1c1ccc(-c2cncnc2)cc1)C1CCCCC1	-7.7	0.0
CO[C@@H](C(=O)N(C)C[C@@H]1OCc2ccccc2-c2ccccc2C(=O)N([C@@H](C)CO)C[C@H]1C)c1ccccc1	-32.2	0.0
O=C(NC1CCCC1)[C@H]1[C@H](CO)[C@H]2Cn3c(cccc3=O)[C@@H]1N2C(=O)CC1CC1	-2.9	0.0
CCN(C[C@@H]1N[C@H](CO)[C@H]1c1ccccc1)C(=O)c1ccncc1	5.0	0.0
O=C(C[C@@H]1C=C[C@@H](NC(=O)Nc2ccccc2F)[C@H](CO)O1)NCc1ccc(-c2ccccc2)cc1	-29.3	0.0

The final two compounds of the part before lead into the next.
molecule	YAP1 CTGF inhibition	Pax4 gene expression
CCN(C[C@@H]1N[C@H](CO)[C@H]1c1ccccc1)C(=O)c1ccncc1	5.0	0.0
O=C(C[C@@H]1C=C[C@@H](NC(=O)Nc2ccccc2F)[C@H](CO)O1)NCc1ccc(-c2ccccc2)cc1	-29.3	0.0
COC(=O)C[C@H]1CC[C@@H]2[C@H](COC[C@H](O)CN2S(=O)(=O)c2ccccc2OC)O1	-8.3	0.0
O=C(C[C@@H]1CC[C@@H]2[C@H](COC[C@H](O)CN2Cc2cc(F)cc(F)c2)O1)Nc1nccs1	4.8	0.0
N#Cc1cccc(-c2ccc3c(c2)[C@@H]2[C@@H](CCN2C(=O)c2ccccc2F)[C@@H](CO)N3)c1	-2.6	0.0
C[C@@H]1CCCCO[C@H](CN(C)S(=O)(=O)c2ccc(F)cc2)[C@H](C)CN([C@@H](C)CO)C(=O)c2cc(N(C)C)ccc2O1	33.1	0.0
O=C(C[C@H]1CC[C@H]2[C@@H](COC[C@@H](O)CN2C(=O)Nc2ccccc2)O1)NCc1ccccc1F	8.8	0.1
CN1C(=O)c2cc(NS(C)(=O)=O)ccc2OC[C@@H]2O[C@@H](CC(=O)NCc3ccccc3)CC[C@H]21	10.0	0.0
COc1ccc2c3c(n(C)c2c1)[C@H](CO)N(C(=O)CN1CCOCC1)CC31CCN(Cc2ccncc2)CC1	0.7	0.0
C[C@H](CO)N1C[C@H](C)[C@@H](CN(C)Cc2ccccc2)Oc2ccc(NC(=O)Nc3ccccc3)cc2C1=O	9.1	0.0
C/C=C/c1ccc([C@H]2[C@@H](CO)N3CCCCN(S(=O)(=O)c4ccc(OC)cc4)C[C@H]23)cc1	-20.6	0.0
O=C(C[C@H]1CC[C@@H]2[C@H](COC[C@H](O)CN2C(=O)Nc2ccccc2)O1)NCc1ccccc1F	-20.7	0.1
COc1ccc2c3c(n(C)c2c1)[C@@H](CO)N(C)CC31CN(CC2CC2)C1	-21.1	0.0
CO[C@H](CN(C)Cc1cc(F)ccc1F)[C@H](C)CN([C@H](C)CO)S(=O)(=O)c1ccc(C)cc1	24.6	0.0
CCNC(=O)C[C@@H]1CC[C@@H]2[C@H](COC[C@@H](O)CN2C(=O)C2CCCC2)O1	-24.1	0.1
Cc1ccccc1-c1ccc(C2[C@@H]3CN(Cc4ccc5c(c4)OCO5)C[C@H]2N3)cc1 (stereo partly specified)	-132.9&-21.9	0.0&0.0
C[C@H](NC(=O)C[C@H]1CC[C@H]2[C@@H](COc3ccc(NS(=O)(=O)c4ccc(Cl)cc4)cc3C(=O)N2C)O1)c1ccccc1	19.7	0.0
Cc1ccc(S(=O)(=O)N(C)C[C@H]2OCCCC[C@H](C)Oc3ccc(NC(=O)c4ccncc4)cc3C(=O)N([C@@H](C)CO)C[C@H]2C)cc1	10.5	0.0
COCC(=O)N1CC2(C1)CN(Cc1ccc3c(c1)OCO3)[C@@H](CO)c1c2c2ccc(OC)cc2n1C	8.1	0.0
CO[C@@H]1CN(C)C(=O)c2cc(NC(=O)c3cnccn3)ccc2OC[C@@H](C)NC[C@@H]1C	-10.0	0.0
Cc1noc(C)c1NC(=O)Nc1ccc2c(c1)C(=O)N([C@H](C)CO)C[C@H](C)[C@@H](CN(C)S(=O)(=O)c1cccs1)OCCCC[C@@H](C)O2	-6.4	0.0
Cc1cccc(S(=O)(=O)N2C[C@H](O)COC[C@@H]3O[C@H](CC(=O)Nc4ccccc4)CC[C@H]32)c1	22.1	0.0
C[C@@H]1CCCCO[C@H](CN(C)Cc2ccncc2)[C@@H](C)CN([C@H](C)CO)C(=O)c2cc(NS(=O)(=O)c3ccc(Cl)cc3)ccc2O1	-25.5	0.0
Cc1noc(C)c1NC(=O)N(C)C[C@@H]1OCc2cnnn2CCCC(=O)N([C@H](C)CO)C[C@H]1C	9.3	0.0
COc1ccc2c3c([nH]c2c1)[C@H](CO)N(Cc1ccc(Cl)cc1)CC31CN(S(C)(=O)=O)C1	-14.3	0.3
COc1ccc(S(=O)(=O)N(C)C[C@@H]2OCCCC[C@@H](C)Oc3ccc(NC(=O)Cc4ccccc4)cc3C(=O)N([C@@H](C)CO)C[C@@H]2C)cc1	20.3	0.0
C/C=C/c1cnc2c(c1)C(=O)N([C@H](C)CO)C[C@@H](C)[C@H](CN(C)CC1CCOCC1)O2	-13.0	0.0

By substructure: those above with a thiophene ring, fused or not
molecule	YAP1 CTGF inhibition	Pax4 gene expression
C[C@@H]1CN([C@H](C)CO)C(=O)CCCn2nncc2CO[C@@H]1CN(C)C(=O)Nc1ccc(-c2cccs2)cc1	-13.9	0.0
Cc1noc(C)c1NC(=O)Nc1ccc2c(c1)C(=O)N([C@H](C)CO)C[C@H](C)[C@@H](CN(C)S(=O)(=O)c1cccs1)OCCCC[C@@H](C)O2	-6.4	0.0

Going on with the list.
molecule	YAP1 CTGF inhibition	Pax4 gene expression
Cc1ccc(S(=O)(=O)N(C)C[C@H]2Oc3cc(C#CC4CCCC4)ccc3S(=O)(=O)N([C@@H](C)CO)C[C@H]2C)cc1	-76.2	0.6
N#C[C@@H]1[C@@H](c2ccc(C#Cc3cccc(F)c3)cc2)[C@H](CO)N1C(=O)C1CCOCC1	23.4	0.0
O=C(C[C@H]1CC[C@@H](NC(=O)CN2CCOCC2)[C@H](CO)O1)NC1CCC1	10.2	0.0
COc1ccccc1CNC(=O)C[C@@H]1CC[C@H]2[C@@H](COc3ccc(NC(C)=O)cc3C(=O)N2C)O1	-3.6	0.0
CO[C@@H]1CN(C)C(=O)c2ccc(NC(=O)CN(C)C)cc2OC[C@@H](C)N(C(=O)C2CCCCC2)C[C@H]1C	19.8	0.0
COc1ccc2c3c([nH]c2c1)[C@H](CO)N(C(=O)C1CCOCC1)CC31CCN(S(C)(=O)=O)CC1	3.0	0.0
O=C(C[C@@H]1CC[C@H]2[C@@H](COC[C@@H](O)CN2Cc2ccc3c(c2)OCO3)O1)N1CCCCC1	2.7	0.0
O=C1CNC[C@H]2[C@@H](c3ccc(-c4ccccc4F)cc3)[C@@H](CO)N12	-3.6	0.0
C[C@H](CO)N1C[C@H](C)[C@H](CN(C)C(=O)Nc2ccnc(N3CCOCC3)c2)OCc2cnnn2CCCC1=O	1.6	0.0
COCC(=O)N1CC2(CN(Cc3ccc(Cl)cc3)C2)c2c([nH]c3cc(OC)ccc23)[C@H]1CO	1.7	0.1
CS(=O)(=O)N1[C@@H]2c3cccc(=O)n3C[C@H]1[C@H](CO)[C@H]2C(=O)NCc1ccc(F)cc1	15.9	0.0
O=C(C[C@@H]1CC[C@@H](NC(=O)CC2CC2)[C@@H](CO)O1)NCC(F)(F)F	-7.6	0.0
COc1ccc(CNC(=O)C[C@@H]2C=C[C@@H](NC(=O)c3cccc(F)c3)[C@@H](CO)O2)cc1	1.2	0.0
C/C=C/c1ccc(C2[C@@H]3CN(S(=O)(=O)c4cccc(OC)c4)C[C@H]2N3)cc1 (stereo partly specified)	-83.8	0.0
N#C[C@H]1[C@@H](c2ccccc2-c2ccccc2F)[C@H](CO)N1C(=O)c1cccc(F)c1	8.0	0.0
N#C[C@H]1[C@@H](c2ccccc2C2=CCCC2)[C@H](CO)N1C(=O)NC1CCCCC1	0.7	0.1
Cc1ccccc1S(=O)(=O)N1CCCCN2[C@H](CO)[C@H](c3ccc(C#CCN(C)C)cc3)[C@@H]2C1	0.8	0.0
C[C@H](CO)N1C[C@H](C)[C@H](CN(C)C(=O)Nc2ccc3c(c2)OCO3)Oc2c(NC(=O)c3nc4ccccc4s3)cccc2C1=O	14.1	0.0
CN(C)C(=O)c1ccc(-c2ccc([C@@H]3[C@H](C#N)N[C@H]3CO)cc2)cc1	-20.9	0.0
C[C@@H]1CN([C@H](C)CO)C(=O)c2cccc(NS(=O)(=O)c3cn(C)cn3)c2O[C@H]1CN(C)Cc1ccc(Oc2ccccc2)cc1	-1.5	0.0
O=C(NC1CCCCC1)[C@@H]1[C@@H](CO)[C@@H]2Cn3c(cccc3=O)[C@H]1N2Cc1cccnc1	14.6	0.0
C[C@@H]1CCCCO[C@H](CN(C)C(=O)c2ccncc2)[C@H](C)CN([C@@H](C)CO)C(=O)c2cc(NC(=O)CCC(F)(F)F)ccc2O1	6.7	0.0
COCCNC[C@H]1[C@@H](c2ccccc2)[C@@H](CO)N1c1nc(C)c(C)s1	-34.7	0.0
COc1cccc(C(=O)Nc2ccc3c(c2)C(=O)N(C)[C@@H]2CC[C@@H](CC(=O)N[C@@H](C)c4ccccc4)O[C@@H]2CO3)c1	-27.7	0.0
O=C(C[C@H]1C[C@@H]2c3cc(NC(=O)C4CCC4)ccc3O[C@@H]2[C@@H](CO)O1)NC1CCCC1	20.2	0.0
C/C=C/c1ccc([C@@H]2[C@H](CO)N(C(=O)C3CCC3)C23CN(C(=O)NC(C)C)C3)cc1	15.5	·
CN1C(=O)c2cc(NC(=O)c3ccc(F)c(F)c3)ccc2OC[C@H]2O[C@@H](CC(=O)N3CCCCC3)CC[C@H]21	-22.8	0.0
CCCC(=O)N1CCC2(CC1)CN(C(C)=O)[C@@H](CO)c1c2c2ccc(OC)cc2n1C	-9.7	0.0

An excerpt (hit frequency here may not be typical).
